Compound activity: PubChem BioAssay, National Center for Advancing Translational Sciences (NCATS)
TDP1 block: inhibitors of human tyrosyl-DNA phosphodiesterase TDP1 | AID 485290 | Potency, µM (highest dose often 130 µM), without a hit: at the top dose activity change, negative = inhibition, most hits filed as inhibitors | actives 0.28% (n = 350,000) | recombinant TDP1, AlphaScreen DNA substrate cleavage; note: nearly all actives have a fitted effect of over 40% in size
Target sequence (Q9NUW8 whole entry, looked up): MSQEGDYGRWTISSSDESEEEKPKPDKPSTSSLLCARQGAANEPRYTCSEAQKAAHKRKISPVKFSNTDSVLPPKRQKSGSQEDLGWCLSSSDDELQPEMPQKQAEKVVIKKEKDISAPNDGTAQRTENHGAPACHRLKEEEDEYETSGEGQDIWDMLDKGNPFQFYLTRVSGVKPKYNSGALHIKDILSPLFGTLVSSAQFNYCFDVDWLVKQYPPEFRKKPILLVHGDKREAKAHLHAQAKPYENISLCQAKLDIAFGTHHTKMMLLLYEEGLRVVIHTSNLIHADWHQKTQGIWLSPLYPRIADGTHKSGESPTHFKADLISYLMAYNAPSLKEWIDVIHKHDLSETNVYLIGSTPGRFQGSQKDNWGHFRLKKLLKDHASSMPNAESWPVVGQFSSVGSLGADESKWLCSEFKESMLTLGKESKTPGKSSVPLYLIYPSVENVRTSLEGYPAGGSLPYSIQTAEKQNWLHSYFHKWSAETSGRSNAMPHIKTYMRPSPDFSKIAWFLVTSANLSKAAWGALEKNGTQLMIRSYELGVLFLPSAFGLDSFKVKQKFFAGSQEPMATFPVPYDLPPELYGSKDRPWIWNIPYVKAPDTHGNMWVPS
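AlphaScreen read-out: signal falls as enzyme removes the 3' tyrosine-FITC from a 5'-biotinylated DNA oligo (15 nM, 5 min, RT). Enzyme was E. coli-made recombinant Tdp1 at 1 nM, exposed to compound for 15 min beforehand; beads 10 ug/ml, 10 min.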
TDP1 cell noCPT: qHTS for Inhibitors of human tyrosyl-DNA phosphodiesterase 1 (TDP1): qHTS in cells in absence of CPT | DT40 Tdp1-/- hTDP1 cells, no CPT, ATP luminescence, 48 h | Potency, µM (series often up to 46.2 µM), without a hit: at the highest dose activity change, negative = growth inhibition, hits mostly inhibitors | actives 15% (n = 420,000) | AID 686978, 2013; note: nearly all actives have a fitted effect of over 55% in size
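Growth kinetics read by CellTiter-Glo luminescence after ≥48 hr at 37 °C. Cells: DT40 Tdp1-/- stably carrying human TDP1, 400 per well, compound exposure in the absence of CPT (DMSO vehicle).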
N370S GC mod: inhibits or activates N370S mutant glucocerebrosidase. N370S GC spleen homogenate, 4MU-glucoside fluorescence. Potency, µM (top dose mostly 59.4 µM), without a hit: at the top dose activity change, negative = inhibition, most hits filed as inhibitors. actives 0.092% (n = 330,000);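 note: 0% = full enzyme activity and -100% = no enzyme basal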
* = called active by the depositor; ? = inconclusive; . = not tested or not shown; & = joins results of further samples; [ ] = another dose, or the depositor's remark. Calls come from the whole dose curve; as a rule, active = well fitted curve in the direction sought with a large enough effect; inconclusive = small, poorly fitted or top-dose-only effect, or another doubt; inactive = no such curve, though single readings can be large; an effect the other way counts as inactive or inconclusive. Unless noted, % is set by controls: 0 for no effect and ±100 for the full control effect; potency is the fitted concentration of half-maximal effect. The list is partial. The share of hits here may be higher or lower than overall.

SMILES	TDP1 block	TDP1 cell noCPT	N370S GC mod
O=C(NCCCO)c1cc([N+](=O)[O-])cc2c1C=Cc1ccccc1O2	3%	?	4%
CCN=C1SC(CC(=O)NC2CCCCC2)C(=O)N1CC (stereo not drawn)	4%	13%	4%
O=C(CN(c1ccc(F)cc1)S(=O)(=O)c1ccccc1)Nc1ccccc1C(=O)O	1%	2%	-1%
CCOc1ccc(S(=O)(=O)NCCC(=O)N2CC=C(c3ccccc3)CC2)cc1	1%	12µM*	.
CNC(=O)COC(=O)/C=C/c1cn(-c2ccccc2)nc1-c1ccc2c(c1)OCCO2	-6%	2%	18%
COc1ccc(NC(=O)CC(c2ccc(F)cc2)c2ccc(OC)cc2)cc1 (stereo not drawn)	-3%	15µM*	2%
Cc1cccc(-n2c(=S)[nH]c3sc4c(c3c2=O)CCc2ccccc2-4)c1	2%	6.5µM*	13%
C[C@H]1CN([C@@H](C)CO)C(=O)c2cccc(NS(=O)(=O)c3ccc(F)cc3)c2O[C@H]1CN(C)Cc1ccc(Cl)c(Cl)c1	4%	?	.
CC(=O)Nc1ccc(NC(=O)CSc2nc3c([nH]c4ccccc43)c(=O)n2-c2ccccc2F)cc1	4%	?	?
COc1cccc(/C=C2\SC(=S)N(CCCC(=O)NC3=NCCS3)C2=O)c1	7%	-1%	-3%
Cc1ccc(C(=O)N2CCCC(Nc3cccc(F)c3)C2)cc1N1CCNC1=O (stereo not drawn)	3%	9%	-13%
O=C(NNC(=O)c1ccccc1F)c1cccs1	.	-13%	-2%
COc1ccc(NS(=O)(=O)c2ccc(C(=O)N3CCN(Cc4ccccc4)CC3)cc2)cc1	6%	?	-6%
CCOC(=O)C1=CN(Cc2cccc(F)c2)S(=O)(=O)N(C)C1CCc1ccccc1 (stereo not drawn)	-7%[56.1 µM]	?	.
COc1ccc(C(=O)N2CCC(O)(c3ccc(Cl)cc3)CC2)cc1OC	3%	-12%	5%
Cc1cccc(N2CCN(C(=O)CCCSc3nc4ccccc4[nH]3)CC2)c1C	6%	?	6%
CC(=O)C(C(C)=O)C1(O)C(=O)c2ccccc2C1=O	1%	23µM*	9%
O=c1oc(-c2cccnc2)nc2ccccc12	2%	-18%	-16%
CCC/C=N/NC(=O)c1cc(-c2ccccc2)nc2ccccc12	5%	?	4%
CCCCCCCCn1cnc2c(N)c(C)c(C)cc21	10%	?	-8%
COc1cc(C(=O)N/N=C/c2ccc(OC(=O)c3cccc(C)c3)c(OC)c2)ccc1O	6%	?	-7%
COCCN(C(=O)CSc1nnc(-c2ccc(Cl)cc2)o1)c1c(N)n(CC(C)C)c(=O)[nH]c1=O	-1%	-17%	-5%
C=CCn1c(SCC(=O)NC(=O)NC)nnc1C1CCCCC1	4%	0%	-5%
O=C(Nc1cccc(O)c1)C1CC(c2cccc(Br)c2)=NO1 (stereo not drawn)	7%	0%	6%
COc1cc(C2CC(=O)Oc3ccc(O)cc32)cc(OC)c1OC (stereo not drawn)	-4%	.	-21%[89.1 µM]
CCn1cc(/C=N\NC(=O)C2(C)CC2(Cl)Cl)c(C)n1 (stereo not drawn)	-5%	6%	-5%
CCc1cc(C(=O)NNC(=O)CCl)sc1C	6%	?	8%
Cc1ccc(CNC(=O)CCS(=O)(=O)c2cc(Br)cc3c2N(C(=O)C2CC2)CC3)o1	-7%	-24%	?
Cc1nc(-c2ccccc2)cs1	-2%	2%	12%
O=C(CSCc1ccccc1)N1CCc2ccccc21	-2%	-12%	18%

A run of entries from the list above:
SMILES	TDP1 block	TDP1 cell noCPT	N370S GC mod
COc1cc(C(=O)N/N=C/c2ccc(OC(=O)c3cccc(C)c3)c(OC)c2)ccc1O	6%	?	-7%
COCCN(C(=O)CSc1nnc(-c2ccc(Cl)cc2)o1)c1c(N)n(CC(C)C)c(=O)[nH]c1=O	-1%	-17%	-5%
C=CCn1c(SCC(=O)NC(=O)NC)nnc1C1CCCCC1	4%	0%	-5%

Going on with the list:
SMILES	TDP1 block	TDP1 cell noCPT	N370S GC mod
Nc1nc(Nc2cccc(F)c2)nc(NCc2ccco2)c1[N+](=O)[O-]	6%	?	6%
CN1CCN(C(CNC(=O)C(=O)NC2CCCCC2)c2ccc(F)cc2)CC1 (stereo not drawn)	1%	-3%	-14%
CCOc1ccccc1-n1c(SCC(=O)NC(C)(C)C)nnc1-c1ccoc1C	7%	-10%	-11%
Cc1nn(Cc2ccccc2)c(Cl)c1C(=O)OCc1nnc(-c2ccccc2)o1	3%	-20%	15%
OC(COCc1ccc2c(c1)OCO2)CN1CCC(Cc2ccccc2)CC1 (stereo not drawn)	3%	?	-9%
Cc1ccc(C2C3=C(CC(C)(C)CC3=O)NC3=C2C(=O)CC(C)(C)C3)o1	5%	?	-31%
COc1cc(C(=O)N2CCN(c3cccc(C)c3C)CC2)ccc1OCC(=O)N1CCOCC1	1%	?	.
O=S(=O)(c1ccc(Br)c2nsnc12)N1CCOCC1	5%	-19%	-1%
COc1ccc(CC(=O)OCC(=O)NCc2ccco2)cc1OC	-8%	-2%	0%
COC(=O)C1=Cc2cc(OC)cc([N+](=O)[O-])c2OC1N1CCOCC1 (stereo not drawn)	.	26µM*	-1%

Looked up one by one from above (2):
SMILES	TDP1 block	TDP1 cell noCPT	N370S GC mod
Cc1nc(-c2ccccc2)cs1	-2%	2%	12%
COc1ccc(CC(=O)OCC(=O)NCc2ccco2)cc1OC	-8%	-2%	0%

Limited to N370S GC mod and TDP1 cell noCPT, for 2 of the compounds above:
molecule | N370S GC mod | TDP1 cell noCPT
CN1CCN(C(CNC(=O)C(=O)NC2CCCCC2)c2ccc(F)cc2)CC1 (stereo not drawn) | -14% | -3%
COC(=O)C1=Cc2cc(OC)cc([N+](=O)[O-])c2OC1N1CCOCC1 (stereo not drawn) | -1% | 26µM*

One compound at a time, from the list above.
Cc1cccc(N2CCN(C(=O)CCCSc3nc4ccccc4[nH]3)CC2)c1C as listed: TDP1 block = 6%; TDP1 cell noCPT = ?; N370S GC mod = 6%
CC(=O)C(C(C)=O)C1(O)C(=O)c2ccccc2C1=O as listed: TDP1 block = 1%; TDP1 cell noCPT = 23µM*; N370S GC mod = 9%

Next section:
SMILES	TDP1 block	TDP1 cell noCPT	N370S GC mod
Cc1ccc(-c2nc(N)sc2-c2ccccc2)cc1C	-2%	?	4%
CC(C)(C)OC(=O)N1CCC[C@H]1c1nnc(SCc2ccccc2Cl)o1	-4%	?	-7%
Cc1ccccc1C(=O)NC(CC(C)C)C(=O)Nc1cccc(S(=O)(=O)N(C)C)c1 (stereo not drawn)	-4%	-22%	-5%
O=C1OC(Nc2ncccn2)c2ccccc21 (stereo not drawn)	7%	-10%	8%
Cc1ccc(NC(=O)Nc2cccnc2)cc1	.	6%	-3%
COc1ccc(-c2csc(Cc3nnc4n3CCCCC4)n2)cc1OC	4%	-13%	18%
O=C(NCCCN1CCN(c2ccccc2F)CC1)Nc1ccc(F)cc1	4%	?	?
Cc1ccc(-n2nc(C)c3c(C)c(CCC(=O)NCc4ccc(Cl)cc4)c(C)nc32)cc1	0%	?	.
CCOC(=O)CC(=O)CSc1ccc2nnc(-c3ccccc3)n2n1	3%	-17%	2%
COc1ccc(-c2noc(C3CCCN(C(=O)c4ccccc4C)C3)n2)cc1 (stereo not drawn)	.	12µM*	-17%
COc1ccc(-c2cnc3nc[nH]c(=O)c3n2)cc1	2%[56.1 µM]	-24%	3%
Cc1cc2c(cc1S(=O)(=O)Nc1cccc(Cl)c1C)n(C)c(=O)c(=O)n2C	5%	?	.
O=C(NC1CCCCC1)n1c(=O)oc2ccccc21	4%	?	-6%
Fc1cc(Br)ccc1Nc1c2c(nc3nc(-c4cccs4)nn13)CCCC2	7%	18µM*	.
Cc1ccc(NN=C2C(=O)OC(C)(C)OC2=O)c(C)c1	11%	?	0%
COCCNC(=O)c1ccc2c(c1)N(Cc1c(F)cccc1Cl)C(=O)c1ccccc1S2	2%	21µM*	.
CCOC(=O)c1cnc2c(Cl)cc(Cl)cc2c1NCCOCCO	7%	?	21%
O=S1(=O)CC(O)C(N(CCO)C(=S)Nc2ccccc2)C1 (stereo not drawn)	.	-3%	-5%
CCOC(=O)C1=C(C)N(C)C(=S)NC1c1ccc(Cl)cc1Cl (stereo not drawn)	7%	?	2%
CCc1cc(SC#N)cc(C)c1NC(=O)CCl	-2%	1.6µM*	10%
N#CCSc1nnc2c(Cl)cc(Cl)cn12	-2%	3%	2%
CCOCCc1nn2c(=O)cc(COC(=O)c3ccc4c(c3)OCO4)nc2s1	3%	?	.
O=C(COC(=O)c1ccc(OC(F)F)cc1)NCCNC(=O)COC(=O)c1ccc(OC(F)F)cc1	0%	-2%	-6%
Fc1ccc(-n2nnnc2-c2ccccc2Cl)cc1	1%	-4%	6%
Clc1ccc(-c2noc(CSc3nnc(Cc4cccs4)n3-c3ccccc3)n2)cc1	8%	?	26%
CCc1cccc(C)c1NC(=O)c1cccnc1	10%	-5%	-5%
COc1ccc(-c2nc(C#N)c(NCCCn3ccnc3)o2)cc1OC	5%	-3%	-2%
CCCCN(CC)CCNC(=O)c1cn(-c2ccc(Cl)cc2)c(=O)c2ccccc12	-1%	?	-14%
COc1ccc(-c2nc(C#N)c(N3CCC(C)CC3)o2)cc1	.	13µM*	3%
Cc1c(C(=O)N(C)C)sc2c1c(=O)n(-c1ccc(Cl)c(Cl)c1)c(=O)n2CC(=O)N1CCCCC1C (stereo not drawn)	6%	6%	.
CCCCn1c(N)c(N(CCOC)C(=O)c2oc3ccc(OCC)cc3c2C)c(=O)[nH]c1=O	1%	6%	-16%
CCOc1ccccc1NC(=O)Cn1[nH]c(=O)c2ccccc2c1=O	-3%	.	2%
CSc1nc(N)nc(SCC(=O)C23CC4CC(CC(C4)C2)C3)c1C#N	3%[56.1 µM]	18µM*	?
Cc1c(N=Cc2ccc(Cl)o2)c(=O)n(-c2ccccc2)n1C	-3%	-3%	1%
CCCc1nc2ccc([N+](=O)[O-])cc2[nH]1	7%	-21%	-13%
O=C(Nc1cccc(S(=O)(=O)NC2=NCCC2)c1)C1CC(=O)N(c2ccc3c(c2)OCCO3)C1 (stereo not drawn)	0%	-2%	-3%
CN(C)S(=O)(=O)c1cccc(C(=O)OCC(=O)NCc2ccccc2)c1	0%	-5%	15%
COc1cccc(NC(=O)c2ccc(-n3cccn3)nc2)c1	4%	-17%	-3%
CCCCn1c(SCc2cccc([N+](=O)[O-])c2)nc2ccsc2c1=O	5%	23µM*	-6%
CC1=C(C(=O)OCc2ccccc2)C(c2ccc([N+](=O)[O-])cc2)NC(=O)N1 (stereo not drawn)	6%	-4%	3%
O=C(CN1C(=O)COc2ccc(S(=O)(=O)N3CCCC3)cc21)NCc1ccccn1	.	-6%	1%
CCC(OC(C)=O)c1cc2c(cc1[N+](=O)[O-])OCCO2 (stereo not drawn)	3%	-21%	-22%
O=c1c2ccccc2oc2ccccc12	-11%[56.1 µM]	-14%	?
O=C(CN1C(=O)c2cccc3cccc1c23)NCc1ccccn1	0%	2%	4%
COc1cc(-c2csc(CCn3nc(C)cc3C)n2)cc(OC)c1OC	3%	18µM*	-1%
Cc1nc(SCC(=O)NCc2ccco2)c2oc3ccccc3c2n1	-2%	-15%	-1%
COc1ccccc1-n1nnnc1SCC(=O)NCC1(N2CCOCC2)CCCCC1	2%	-20%	.
CCOc1ccc(N2CC(C(=O)NNC(=O)c3ccc(F)cc3)CC2=O)cc1 (stereo not drawn)	1%	10%	.
CN(Cc1ccccc1)C(=O)COC(=O)CCC(=O)c1ccc(F)cc1	-1%	8%	.
Cc1ccc(S(=O)(=O)NCC2CCC(C(=O)NC3CCCCC3)CC2)cc1 (stereo not drawn)	.	-8%	-7%

(continued)
SMILES	TDP1 block	TDP1 cell noCPT	N370S GC mod
Cc1ccc(NC(=O)c2ccc(CSc3nccc(C)n3)cc2)cc1	1%	?	-18%
C[N+](C)(CC#N)C/C=C\c1ccccc1	-2%	0%	1%
COC(=O)N[C@@H](CCc1ccccc1)/C(C(=O)OC)=C(\C)NCc1ccccc1	-3%	.	2%
O=C1C(Cl)=C(NCC2CCCO2)C(=O)N1c1cccc(Cl)c1Cl (stereo not drawn)	-2%	-21%	7%
CC1(c2ccccc2)CC(c2ccccc2)=Nc2nonc2N1 (stereo not drawn)	5%	1%	7%
CCOC(=O)Cn1c(=N)n(CCOc2ccc(OC)cc2)c2ccccc21	-2%	-10%&-6%	-9%
NC(=O)[C@@H]1CCCN1C(=O)c1cc(COc2ccc(F)cc2F)on1	3%	10%	-24%
O=C(Nc1ccc(S(=O)(=O)Nc2ncccn2)cc1)c1ccco1	8%	-10%	-4%
CCN(CC(=O)NCc1ccc(F)cc1)CC(=O)Nc1ccc(Br)cc1F	1%	?	.
O=C(CSc1nc(=O)n(Cc2ccncc2)c2c1CCC2)Nc1cccc(F)c1	-3%	?	.
CCn1c(CSc2nc3ccccc3n2C)nc2ccccc21	6%	?	30%
Cc1ccc(S(=O)(=O)Nc2nc3n(n2)C(c2ccc(Cl)cc2)CC(=O)N3)cc1 (stereo not drawn)	6%	-3%	?
